Source: PubChem BioAssay
RBX1-CUL1 inh = blocks human RBX1-Cullin-1 di-ubiquitin formation; AID 1347404; in vitro K48 di-Ub FRET, acceptor:donor ratio, 45 min; P62877+Q13616; inhibition, % at 10 µM; 140,000 compounds, 0.6% hits; in the data active = inhibition above about 25%
Target sequence (P62877 whole entry, looked up): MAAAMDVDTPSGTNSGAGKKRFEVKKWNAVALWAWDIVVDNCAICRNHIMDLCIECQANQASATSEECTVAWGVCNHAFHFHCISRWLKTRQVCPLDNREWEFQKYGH
Target sequence (Q13616 whole entry, looked up): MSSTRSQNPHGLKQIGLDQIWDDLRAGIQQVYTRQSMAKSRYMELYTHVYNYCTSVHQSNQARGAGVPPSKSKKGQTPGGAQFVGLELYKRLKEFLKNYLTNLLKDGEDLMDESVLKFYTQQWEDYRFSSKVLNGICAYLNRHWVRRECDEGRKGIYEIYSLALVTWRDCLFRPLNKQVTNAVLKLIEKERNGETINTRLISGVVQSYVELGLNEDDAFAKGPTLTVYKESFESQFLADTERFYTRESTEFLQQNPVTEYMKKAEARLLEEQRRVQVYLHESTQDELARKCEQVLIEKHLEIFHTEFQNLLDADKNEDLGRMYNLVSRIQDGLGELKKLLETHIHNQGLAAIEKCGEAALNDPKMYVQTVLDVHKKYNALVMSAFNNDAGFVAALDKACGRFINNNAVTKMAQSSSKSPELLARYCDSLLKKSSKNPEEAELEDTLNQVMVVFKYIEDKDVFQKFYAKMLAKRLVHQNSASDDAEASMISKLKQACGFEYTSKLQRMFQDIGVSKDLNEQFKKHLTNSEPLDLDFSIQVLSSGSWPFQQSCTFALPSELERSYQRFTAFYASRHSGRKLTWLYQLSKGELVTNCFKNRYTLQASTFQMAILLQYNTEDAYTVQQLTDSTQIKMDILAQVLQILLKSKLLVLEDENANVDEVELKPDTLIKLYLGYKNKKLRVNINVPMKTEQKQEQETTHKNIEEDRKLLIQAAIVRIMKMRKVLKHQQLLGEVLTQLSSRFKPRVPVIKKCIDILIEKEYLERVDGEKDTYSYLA
* marks the source's active call; other numbers are inactive results.

O=C(Cc1ccccc1)Nc1ccc(-c2nc3ccccc3c(=O)[nH]2)cc1 was read as RBX1-CUL1 inh -3.6.
CCCCc1ccc(-c2c(C)sc(NC(=O)c3cccnc3)c2C(=O)OC)cc1 was read as RBX1-CUL1 inh -4.9.
CC(C)(c1ccc(C(=O)c2ccco2)cc1)c1ccc(C(=O)c2ccco2)cc1 was read as RBX1-CUL1 inh -1.8.
For CCCCCSc1nnc2n(-c3ccccc3)c(=O)c3c(C)c(C)sc3n12 the results were RBX1-CUL1 inh -4.7.
For Cc1ccc(NC(=O)C(=O)NCc2ccc(Cl)cc2)cc1 the results were RBX1-CUL1 inh -3.3.
For CCOC(=O)c1c(-c2ccc(C)c(C)c2)csc1NC(=O)CCN1CC(C)OC(C)C1 (stereo not given) the results were RBX1-CUL1 inh 6.0.
Screening Cc1c(-c2ccc(Cl)cc2)c(=O)oc2c(CN3CCN(CCO)CC3)c(O)ccc12 returned RBX1-CUL1 inh 1.6.
C=CCOc1ccccc1/C=C1\N=C(c2cc(F)c(F)cc2Cl)OC1=O was read as RBX1-CUL1 inh -1.2.
`CCOC(=O)c1sc(NC(=O)CSc2nnc(-c3ccco3)o2)c(C#N)c1C` gave RBX1-CUL1 inh -0.3.
`COCC1CCCN(c2nncc(-c3ccc(Cl)cc3)n2)C1` (stereo not given) gave RBX1-CUL1 inh -9.8.
Cc1cc(OCCOc2ccc(Cl)cc2/C=C2\C(=O)NN(c3ccccc3)C2=O)ccc1Cl was read as RBX1-CUL1 inh 49.1*.
Screening CCC(CC)C(=O)NCc1nc2cccnc2n1Cc1ccc(F)cc1 returned RBX1-CUL1 inh -12.6.
`COc1ccccc1-c1nnc2sc(-c3cccs3)nn12` gave RBX1-CUL1 inh -1.1.
For CCCOc1ccc(/C=C2\N=C(c3ccccc3Cl)OC2=O)cc1OCC the results were RBX1-CUL1 inh -1.1.
`Cc1cc(N2CCC(C(N)=O)CC2)c2nncn2n1` gave RBX1-CUL1 inh 0.8.

Some of these compounds in order of length of the SMILES, smallest number first:
`Cc1cc(N2CCC(C(N)=O)CC2)c2nncn2n1` gave RBX1-CUL1 inh 0.8.
`COc1ccccc1-c1nnc2sc(-c3cccs3)nn12` gave RBX1-CUL1 inh -1.1.
For Cc1ccc(NC(=O)C(=O)NCc2ccc(Cl)cc2)cc1 the results were RBX1-CUL1 inh -3.3.
Screening CCC(CC)C(=O)NCc1nc2cccnc2n1Cc1ccc(F)cc1 returned RBX1-CUL1 inh -12.6.
For CCCOc1ccc(/C=C2\N=C(c3ccccc3Cl)OC2=O)cc1OCC the results were RBX1-CUL1 inh -1.1.
C=CCOc1ccccc1/C=C1\N=C(c2cc(F)c(F)cc2Cl)OC1=O was read as RBX1-CUL1 inh -1.2.
O=C(Cc1ccccc1)Nc1ccc(-c2nc3ccccc3c(=O)[nH]2)cc1 was read as RBX1-CUL1 inh -3.6.
CCCCc1ccc(-c2c(C)sc(NC(=O)c3cccnc3)c2C(=O)OC)cc1 was read as RBX1-CUL1 inh -4.9.
CC(C)(c1ccc(C(=O)c2ccco2)cc1)c1ccc(C(=O)c2ccco2)cc1 was read as RBX1-CUL1 inh -1.8.
Screening Cc1c(-c2ccc(Cl)cc2)c(=O)oc2c(CN3CCN(CCO)CC3)c(O)ccc12 returned RBX1-CUL1 inh 1.6.
For CCOC(=O)c1c(-c2ccc(C)c(C)c2)csc1NC(=O)CCN1CC(C)OC(C)C1 (stereo not given) the results were RBX1-CUL1 inh 6.0.
Cc1cc(OCCOc2ccc(Cl)cc2/C=C2\C(=O)NN(c3ccccc3)C2=O)ccc1Cl was read as RBX1-CUL1 inh 49.1*.

The list continues.
`Cc1ccc(S(C)(=O)=O)cc1S(=O)(=O)Nc1cccc(C(F)(F)F)c1` gave RBX1-CUL1 inh 4.8.
`COc1ccc2cc(C(C)NC3CCN(c4ccc(C(=O)NCc5cccnc5)cc4)CC3)ccc2c1` (stereo not given) gave RBX1-CUL1 inh 5.3.
Screening Cc1ccc(S(=O)(=O)c2cn(Cc3ccccc3)c3cc(N4CCCC4)c(F)cc3c2=O)c(C)c1 returned RBX1-CUL1 inh 0.2.
For O=C(Nc1ccccc1)c1cc2c(-c3ccccc3)nn(-c3ccccc3)c2s1 the results were RBX1-CUL1 inh 0.7.
Cc1nc(SCc2cccc(Cl)c2)nc2c1CCCC2 was read as RBX1-CUL1 inh 5.4.
Screening COc1ccc(CNCCSC)cc1OCC(O)CN1CCCC1 (stereo not given) returned RBX1-CUL1 inh 4.1.
Brc1ccc(-c2ccc3c4ccccc4cc-3o2)cc1 was read as RBX1-CUL1 inh 1.3.
`CSc1nnc2c(n1)OC(c1ccc(C(F)(F)F)cc1)N(C(C)=O)c1ccccc1-2` (stereo not given) gave RBX1-CUL1 inh 11.9.
For Cc1ccc(Cc2nn3c(-c4ccccc4)nn(-c4ccccc4)c3nc2=O)cc1 the results were RBX1-CUL1 inh -2.3.
COc1ccc(C2CC(=O)c3cnc(Nc4ccccc4)nc3C2)cc1OC (stereo not given) was read as RBX1-CUL1 inh 5.1.
`CCOC(=O)C(NC(C)=O)(Nc1ccc(S(=O)(=O)Nc2ccc(OC)nn2)cc1)C(F)(F)F` (stereo not given) gave RBX1-CUL1 inh 5.5.
Cc1nn(-c2ccccc2)c(C)c1-c1ccnc(N2CCCNCC2)n1 was read as RBX1-CUL1 inh -0.4.
Screening CC(C)CCn1c2ccccc2c2nc3ccccc3nc21 returned RBX1-CUL1 inh -5.3.
For CCOCC(=O)Nc1ccccc1C(=O)O the results were RBX1-CUL1 inh 102.9*.
COc1ccc(C(=O)NCC(c2ccc(N(C)C)cc2)N2CCOCC2)cc1 (stereo not given) was read as RBX1-CUL1 inh -3.3.
For COc1ccc(-c2csc3nc(SCC(=O)Nc4c(C)cccc4C)n(-c4ccccc4)c(=O)c23)cc1 the results were RBX1-CUL1 inh -2.1.
For Cc1ccc2onc(CC(=O)Nc3ccccc3)c2c1 the results were RBX1-CUL1 inh -13.0.
`O=C1NC(=S)S/C1=C/c1ccc(OCc2ccc([N+](=O)[O-])cc2)cc1` gave RBX1-CUL1 inh -13.3.
Screening Cc1ccccc1OCc1n[nH]c(=S)n1-c1cccc(Cl)c1 returned RBX1-CUL1 inh 2.6.
Screening Cc1ccc(S(=O)(=O)Nc2ccc(S(=O)(=O)Nc3nccc(C)n3)cc2)cc1 returned RBX1-CUL1 inh 1.2.
Screening CSc1cccc(CN2CCC3(CCCN(CC4CC4)C3=O)C2)c1 (stereo not given) returned RBX1-CUL1 inh 0.3.
COc1cccc2c1CC/C(=C\c1ccc(N(C)C)cc1)C2=O was read as RBX1-CUL1 inh -3.4.
Screening CCC(=O)N1CCN(c2ccc(NC(=O)c3ccc(OC)c(OC)c3)cc2)CC1 returned RBX1-CUL1 inh 6.5.
For CC1CN(CC(=O)Nc2ccc(Cl)cc2)CC(C)O1 (stereo not given) the results were RBX1-CUL1 inh 6.1.
Screening Cc1ccc(C)c(N2CC(C(=O)N3CCCC(C)C3)CC2=O)c1 (stereo not given) returned RBX1-CUL1 inh 4.8.
Screening Cc1ccc(OCC(=O)Nc2nonc2-c2ccc(Br)cc2)cc1 returned RBX1-CUL1 inh 9.3.
CCCCS(=O)(=O)/C=C/[C@H]1[C@H](S(=O)(=O)CCCC)[C@H]2C=C[C@@H]1C2 was read as RBX1-CUL1 inh -0.1.
Screening Cc1cn2c3c(=O)[nH]c(=O)n(C)c3nc2n1-c1cccc(O)c1 returned RBX1-CUL1 inh 14.2.
For O=C1CC(O)(C(F)(F)F)Oc2ccc3ccccc3c21 (stereo not given) the results were RBX1-CUL1 inh -2.7.
For COc1ccc(-c2cc(C(F)(F)F)n3nc(C(=O)Nc4c(C)nn(Cc5ccc(Cl)cc5Cl)c4C)cc3n2)cc1OC the results were RBX1-CUL1 inh -10.2.
COc1ccc2c(c1)c(CC(=O)NCCOCc1ccccc1)c(C)n2C(=O)c1ccc(Cl)cc1 was read as RBX1-CUL1 inh 4.8.
For Cc1cc(C(=O)CSc2nnc3ccc4ccccc4n23)c(C)n1-c1cc(Cl)ccc1Cl the results were RBX1-CUL1 inh 2.6.
Screening Cc1ccc(CC2(CCC(=O)N(C)Cc3csc(-c4cccs4)n3)CCC(=O)N2)cc1 (stereo not given) returned RBX1-CUL1 inh 5.3.
Cc1c(CNCc2ccc(OC(C)C)cc2)c(C(=O)O)c(C)n1Cc1ccc(Cl)cc1 was read as RBX1-CUL1 inh 9.4.
For CCCS(=O)(=O)c1nc(S(=O)(=O)c2ccc(C)cc2)c(NCC(C)C)s1 the results were RBX1-CUL1 inh -8.7.
For COC(=O)Nc1ccc(S(=O)(=O)NCC(CCC(=O)O)C(F)(F)F)cc1 (stereo not given) the results were RBX1-CUL1 inh -5.9.
For COc1cc2c(C(=O)N3CCN(c4cccc(C(F)(F)F)c4)CC3)cn(CC(C)C)c(=O)c2cc1OC the results were RBX1-CUL1 inh 9.4.
`CC(=O)c1cn(C)c(=O)n(C)c1=O` gave RBX1-CUL1 inh 7.8.
`CCOCc1nnc(NS(=O)(=O)c2ccc(OC)cc2)s1` gave RBX1-CUL1 inh 2.3.
For O=C1N(Cc2ccccc2F)CCCC1(O)CN1CCSCC1 (stereo not given) the results were RBX1-CUL1 inh -3.4.
Screening COc1cccc2c1cc1c(=O)n(CC(=O)N3CCN(c4ccccc4)CC3)nc(C)n12 returned RBX1-CUL1 inh -10.4.
For Cc1cccc(NS(=O)(=O)c2ccc3[nH]c(=O)ccc3c2)c1C the results were RBX1-CUL1 inh 2.9.
Screening CCOc1cc(CNc2ccc3c(c2)OCCO3)cc(Br)c1OCC(N)=O returned RBX1-CUL1 inh -3.1.
For Cc1ccc(OC(=O)c2ccc(Br)o2)cc1 the results were RBX1-CUL1 inh 5.0.
For CN1CCc2cc(CNC(=O)C3CCC(=O)N(C4CC4)C3)ccc21 (stereo not given) the results were RBX1-CUL1 inh 3.0.
`Nc1ccc(C(=O)NC2CCCCC2)cc1` gave RBX1-CUL1 inh 8.8.
CCOC(=O)Cc1ccc(NC(=O)NCc2c(-n3cccc3)sc3c2CCCC3)cc1 was read as RBX1-CUL1 inh 3.6.
Screening Cc1ncc([N+](=O)[O-])n1CCNC(=O)Oc1ccccc1 returned RBX1-CUL1 inh -2.0.
Screening C#CCOc1nc(OCC#C)nc(N(c2ccccc2)c2ccccc2)n1 returned RBX1-CUL1 inh 10.6.
`CCN(CC)CC(O)c1cc2cc(Br)ccc2s1` (stereo not given) gave RBX1-CUL1 inh -5.6.
For Clc1ccccc1/C=C/c1nn2c(-c3ccccn3)nnc2s1 the results were RBX1-CUL1 inh -1.9.
Screening CS(=O)(=O)N(CC(=O)NCc1ccc(Cl)cc1)c1cccc(Cl)c1Cl returned RBX1-CUL1 inh -4.6.
Screening Cn1nnnc1SCC(=O)c1ccc(F)cc1 returned RBX1-CUL1 inh 4.3.
COCCn1cnc2cc(NC(=O)C3CCCCC3)cc(C(=O)N3CCC(c4ccncc4)CC3)c21 was read as RBX1-CUL1 inh -2.5.
O=c1c(S(=O)(=O)c2ccccc2)cn(Cc2ccccc2)c2cc(N3CCOCC3)c(F)cc12 was read as RBX1-CUL1 inh 7.8.
C=C(C)CC(Nc1ccccc1)c1ccco1 (stereo not given) was read as RBX1-CUL1 inh -0.8.
For CC(C)OC(=O)C(C)Oc1ccc2c(=O)c(Oc3ccccc3Br)c(C(F)(F)F)oc2c1 (stereo not given) the results were RBX1-CUL1 inh -18.8.
`O=C(O)CSc1nnc(COc2ccc3c(c2)OCO3)n1-c1ccccc1` gave RBX1-CUL1 inh 2.6.
For CCc1noc(C)c1C(=O)NCCc1cccc(Cl)c1 the results were RBX1-CUL1 inh 8.1.
COc1ccc(Cc2nnc(NC(=O)c3ccccc3C)s2)cc1 was read as RBX1-CUL1 inh -3.9.
O=C(CC1C(=O)N(c2ccccc2)C(=O)N1Cc1ccc2c(c1)OCO2)Nc1ccccc1 (stereo not given) was read as RBX1-CUL1 inh -2.7.
For COc1ccc(-n2c(-c3cccc(F)c3)nc3c(cnn3-c3ccc(C)cc3)c2=O)cc1 the results were RBX1-CUL1 inh -7.2.
Screening CC(=O)c1cccc(NC(=O)C(C)n2c(=O)cc(-c3ccccc3)c3c(C)nn(C)c32)c1 (stereo not given) returned RBX1-CUL1 inh -13.5.
For CCn1cc2nc(SCC(=O)Nc3cc(OC)ccc3OC)n(Cc3ccc(Cl)cc3)c(=O)c2n1 the results were RBX1-CUL1 inh 9.3.
CCOC(=O)c1c(-c2ccc(C(C)(C)C)cc2)csc1NC(=O)c1ccc(C)o1 was read as RBX1-CUL1 inh -3.4.
O=C(c1cn(Cc2ccc(F)cc2)nn1)N1CCN(CC2CC2)CC1 was read as RBX1-CUL1 inh -8.6.
For CC(=O)c1cc(N)ccc1SC#N the results were RBX1-CUL1 inh -6.1.
CCC(=O)Cc1nnc2c(Nc3ccc(Cl)cc3)nc3nonc3n12 was read as RBX1-CUL1 inh 0.8.
For O=C1CN(C(=O)COc2ccc(Cl)cc2)C(c2ccc(F)cc2)c2cc(Br)ccc2N1 (stereo not given) the results were RBX1-CUL1 inh 11.9.
Cc1cccc(-c2cnc(C)nc2C2CCCN(C(=O)c3ccccc3F)C2)c1 (stereo not given) was read as RBX1-CUL1 inh -8.6.
CCC1(C)Cc2c(sc3nc(SCC(=O)Nc4ccccc4)nc(N)c23)CO1 (stereo not given) was read as RBX1-CUL1 inh 1.2.
CC(C)c1nnc(NS(=O)(=O)Cc2ccccc2)s1 was read as RBX1-CUL1 inh -1.2.
For Cc1nnc(SCc2cc(=O)n3cccc(C)c3n2)s1 the results were RBX1-CUL1 inh 2.5.
`COc1ccc(C(=O)Nc2cc(C)on2)cc1` gave RBX1-CUL1 inh 1.8.
Screening O=C1N(Cc2ccc(F)c(F)c2)CCCC1(O)CN1CCCOCC1 (stereo not given) returned RBX1-CUL1 inh 1.5.
`COc1ccc(Cc2nnc(NC(=O)NC3CCN(C)C3=O)s2)cc1OC` (stereo not given) gave RBX1-CUL1 inh -1.0.
CCCN(CCC)C(=O)CSc1c(-c2ccccc2)c2cc(Cl)ccc2[nH]c1=O was read as RBX1-CUL1 inh 3.6.
`O=C(NC1CCCC1)c1cc2nc(-c3ccc(F)cc3)cc(C(F)(F)F)n2n1` gave RBX1-CUL1 inh 5.7.

Not all compounds are listed; rates above refer to the full screens.
